# Compound activity deposited in PubChem BioAssay by National Center for Advancing Translational Sciences (NCATS).
# uPA surface inh = blocks generation of uPA at the cell surface; cell surface uPA generation assay, qHTS; Potency, µM (doses to about 38.3 µM), for inactives: at the top dose activity change, negative = inhibition, most hits filed as inhibitors; hit rate 0.31% among 330,000; active = well fitted inhibition curve with a large enough effect; inconclusive = small, poorly fitted or top-dose-only effect; inactive = no such curve, though single readings can be large or run the other way; tested in mouse RAW 264.7 cells; note: potency is the fitted concentration of half-maximal effect; % is set by controls: 0 for no effect and ±100 for the full control effect; nearly all actives have a fitted effect of over 55% in size
# Eya2 phos inh = blocks the phosphatase activity of human Eya2; O00167; recombinant Eya2, OMFP fluorescence dephosphorylation (OMFP is methylfluorescein phosphate); Potency, µM (doses to about 76.9 µM), for the others: top-dose activity, negative = inhibition, usual class: inhibitors; hit rate 0.006% among 330,000; AID 488837; note: potency is the fitted concentration of half-maximal effect; % is set by controls: 0 for no effect and ±100 for the full control effect
#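 Eya2 protein (added as 0.2 uM solution) was preincubated with compound for 10 min at ambient temperature in 50 mM HEPES pH 7.5, 50 mM NaCl, 5 uM MgCl2, 0.05% BSA, 1 mM DTT. OMFP (added at 50 uM) then reacted 10 min; fluorescence read at 485/525 nm.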
# ELG1 genotoxic = induces genotoxicity in HEK293T cells with luciferase-tagged ELG1; HEK293T ELG1-luciferase reporter, luminescence, 16 h; Potency, µM (doses to about 46 µM), inactives show at the highest dose activity change, positive = activation, usual class: activators; hit rate 1.3% among 330,000; AID 504466; note: potency is the fitted concentration of half-maximal effect; % of control where 0% means no effect; nearly all actives have a fitted effect of over 60% in size
#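 Screening used a luciferase reporter fused to human ELG1 in HEK293T cells. Luminescence was read on a CCD plate imager after 16 hr exposure and 30 min ONE-Glo incubation.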
# USP2a inh = inhibitors of human ubiquitin-specific protease USP2a. Potency, µM (highest dose often 38.3 µM), for inactives: at the top dose activity change, negative = inhibition, most hits filed as inhibitors. O75604. hit rate 0.01% among 330,000. USP2 core, Ub-CHOP2 coupled fluorogenic reporter, 485/531;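 note: potency is the fitted concentration of half-maximal effect; plate controls were DMSO wells for no effect and full inhibition by NEM control for full effect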
#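 Cell-free coupled assay: 10nM USP2 core preincubated 30min RT with compound in Tris-HCl pH 8.0/CaCl2/CHAPS buffer, then 25nM Ub-CHOP2 and 25nM reporter substrate; fluorescence (Ex 485/Em 531) read after 60min RT, normalized to NEM inhibition, concentration-response curves fitted.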
# TRPV1 agonist = agonists of human vanilloid receptor 1 (TRPV1) | Q8NER1 | activation, % at 8.33 µM | TRPV1-expressing cells, Fluo-8 calcium influx, agonist mode | AID 540275 | hit rate 0.19% among 320,000; in the data active = activation above about 80%; inconclusive = between about 30% and that limit; note: 0% is about no effect
#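 Fluo-8 calcium influx in TRPV1-expressing cells, kinetic read (ex 480/em 520 nm). Compound added and read 3 min for agonist activity, followed by capsaicin at EC20 final and 2 min further read for enhancement.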
# ASM inhibitor = human S-ASM enzyme inhibition | P17405 | placental ASM, HMU-PC fluorogenic substrate, 60 min | Potency, µM (top dose mostly 57.5 µM), for the others: at the highest dose activity change, negative = inhibition, actives largely listed as inhibitors | hit rate 0.006% among 340,000; note: potency is the fitted concentration of half-maximal effect
#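 Steps: dispense placental human ASM, pin compound, wait 10 min at room temperature, add HMU-PC0 substrate at 9 uM final, incubate 60 min at 37 °C, add stop solution raising pH to 10, read fluorescence.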
# B2AR arrestin = beta2AR (human) beta-arrestin recruitment activity; P07550; Potency, µM (titrated, usually from 46.1 µM), inactives show at the highest dose activation, actives largely listed as activators; hit rate 0.02% among 330,000; beta-arrestin recruitment to beta2AR, cell-based reporter; AID 492947;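 note: potency is the fitted concentration of half-maximal effect; 0% = DMSO controls and full agonism = EC100 isoproterenol or metaproterenol; nearly all actives have a fitted effect of over 65% in size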
# Target sequence (P07550 whole entry, looked up): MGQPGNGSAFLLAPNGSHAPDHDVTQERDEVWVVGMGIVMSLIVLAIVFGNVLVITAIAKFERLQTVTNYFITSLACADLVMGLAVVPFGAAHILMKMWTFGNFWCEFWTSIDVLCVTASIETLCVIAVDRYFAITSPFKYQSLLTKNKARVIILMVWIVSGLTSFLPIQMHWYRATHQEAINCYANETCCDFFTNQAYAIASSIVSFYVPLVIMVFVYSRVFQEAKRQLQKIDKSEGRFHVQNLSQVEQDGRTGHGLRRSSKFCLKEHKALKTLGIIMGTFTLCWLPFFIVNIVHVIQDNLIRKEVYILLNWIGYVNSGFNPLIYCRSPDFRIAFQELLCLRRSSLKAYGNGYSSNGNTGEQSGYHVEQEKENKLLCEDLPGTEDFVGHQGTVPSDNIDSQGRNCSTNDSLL
# PTAP TSG101 blk = blocks PTAP/TSG101 interaction to inhibit HIV-1 budding; Q99816; Fluorescence polarization, FITC-PTAP peptide / Tsg101 binding; Potency, µM (doses to about 115 µM), without a hit: at the highest dose activity change, negative = inhibition, actives largely listed as inhibitors; 340,000 tested, under 10 active; AID 493005; active = well fitted inhibition curve with a large enough effect in the main read-out, with a control signal flat, not every such curve was filed as active; inconclusive = small, poorly fitted or top-dose-only effect, or effect the other way, or a change in a side signal; inactive = no such curve, though single readings can be large or run the other way; note: potency is the fitted concentration of half-maximal effect; % of control where 0% means no effect
# Target sequence (Q99816 whole entry, looked up): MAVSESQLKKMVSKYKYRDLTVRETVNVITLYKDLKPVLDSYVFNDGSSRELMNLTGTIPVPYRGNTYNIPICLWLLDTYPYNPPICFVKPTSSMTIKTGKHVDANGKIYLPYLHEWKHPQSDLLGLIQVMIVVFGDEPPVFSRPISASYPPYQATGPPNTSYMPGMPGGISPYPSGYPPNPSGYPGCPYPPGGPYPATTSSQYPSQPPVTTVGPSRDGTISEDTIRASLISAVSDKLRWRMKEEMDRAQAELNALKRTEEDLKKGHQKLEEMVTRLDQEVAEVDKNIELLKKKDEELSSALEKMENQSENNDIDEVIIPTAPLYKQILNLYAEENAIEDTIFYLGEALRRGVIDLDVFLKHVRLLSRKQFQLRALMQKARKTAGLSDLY
#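 Tsg101 binding domain (10 uM final) was mixed with compound and a FITC-labeled PTAP peptide (50 nM final) in HEPES pH 7.5 buffer with NaCl, Tween 20, EDTA and TCEP; fluorescence polarization was read after 20 min at r.t.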
# p53 reactivator = restores transcriptional activity of mutant p53 | H1299 p53-A138V BP100-luciferase reporter, luminescence, 24 h | Potency, µM (top dose mostly 92.2 µM), for the others: at the top dose activity change, positive = activation, usual class: activators | hit rate 0.063% among 320,000 | AID 504706; note: potency is the fitted concentration of half-maximal effect; % of control where 0% means no effect; nearly all actives have a fitted effect of over 45% in size
#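 p53-null H1299 cells stably carrying temperature-sensitive p53-A138V and a BP100-luciferase reporter were pinned with compounds (4-point, 1:5 series) and held 24 hrs at 37 deg C. Luminescence was read 10 min after detection reagent.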
# Integrin act MD = activates integrin-mediated alleviation for muscular dystrophy; Potency, µM (titrated, usually from 38.3 µM), inactives show at the highest dose activation, usual class: activators; AID 624291; hit rate 0.064% among 350,000; alpha7betagal myoblasts, beta-gal FDG fluorescence, 48 h;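 note: potency is the fitted concentration of half-maximal effect; 100% = response of the positive control SU9516; nearly all actives have a fitted effect of over 60% in size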
#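 Alpha7betagal+/- myoblasts (passage 13) were plated 16-24 hr, then exposed to compounds (1:260 dilution of DMSO stock) for 48 hours at 37C. After MPER lysis, β-galactosidase reporter activity was read as FDG fluorescence (ex 480/em 540) after 30 minutes.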
# BRCA1 expr up = BRCA1 expression activation | MCF7-BRCA1-FFLuc reporter, luminescence, 48 h; response scale: scaled: vehicle 0%, 10 µM genistein 100% | Potency, µM (titrated, usually from 46.1 µM), inactives show top-dose activation, hits mostly activators | hit rate 1.1% among 380,000 | AID 624202; note: potency is the fitted concentration of half-maximal effect; nearly all actives have a fitted effect of over 80% in size; some results filed as inactive show a strong effect at the top dose
#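 Reporter cells (MCF7, BRCA1 promoter-firefly luciferase) received library compounds across a concentration series for 48 h. End-point luminescence was measured and concentration-effect curves derived after normalization.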
# * = called active by the depositor; ? = inconclusive; · = no result given; [ ] = another dose, or the depositor's remark. Unless noted, calls come from the whole dose curve; as a rule, active = well fitted curve in the direction sought with a large enough effect; inconclusive = small, poorly fitted or top-dose-only effect, or another doubt; inactive = no such curve, though single readings can be large; an effect the other way counts as inactive or inconclusive.
SMILES,uPA surface inh,Eya2 phos inh,ELG1 genotoxic,USP2a inh,TRPV1 agonist,ASM inhibitor,B2AR arrestin,PTAP TSG101 blk,p53 reactivator,Integrin act MD,BRCA1 expr up
O=C(Nc1ccccc1O)c1ccc(NS(=O)(=O)c2cccc3cccnc23)cc1,7.1µM*,-16%,16µM*,5%,6,-16%,0.7%,-1%,?,-4%,-51%
Cc1cccc(OCCn2nc(C(=O)O)c3ccccc3c2=O)c1,2%,-11%,4%,0%,-1,-12%,-0.9%,-4%,-4%,-5%,-22%
Cc1cc(C)c(C(=O)COC(=O)c2cc([N+](=O)[O-])ccc2N2CCOCC2)cc1C,1%,33%,3%,2%,-3,-1%,-0.2%,-2%,1%,3%,-13%
Cc1cccc(NC(=O)c2ccc3nccnc3c2)c1C,1%,-3%,-18%,2%,-3,-1%,-0.4%,-4%,5%,35%,18%
COc1ccccc1C1C(C(C)=O)=C(O)C(=O)N1CCc1ccccc1 (centres undefined),3%,11%,1%,1%,0,7%,0.1%,-4%,15%,16%,40%
CCOC(=O)N1CCN(S(=O)(=O)c2ccc(C(=O)N(CCCN(C)C)c3nc4ccc(OC)cc4s3)cc2)CC1,-10%,-6%,4%,1%,1,-2%,-0.1%,-4%,5%,1%,-12%
Cc1c(C(=O)NCc2ccc(F)cc2)oc2ccc(S(=O)(=O)N3CCOCC3)cc12,-9%,1%,-18%,-1%,3,-6%,-0.4%,-2%,-3%,9%,-19%
CCN(CC(=O)NCCc1ccc(S(N)(=O)=O)cc1)Cc1ccccc1,5%,-12%,-10%,0%,3,-1%,-1.0%,-9%,-13%,17%,4%
C=CCn1c(NC(=O)c2ccc(C)cc2)nc2ccccc21,2%,-5%,?,3%,2,3%,-0.1%,-1%,·,-26%,69%
C/C=C/c1ccc(OCC(O)CNCC(c2ccc(OC)cc2)N(C)C)c(OC)c1 (centres undefined),-3%,-8%,-6%,3%,3,-1%,-0.3%,2%,-1%,-43%,-34%
CCCC(=O)c1c[nH]c(C(=O)NCCCN2CCOCC2)c1,-8%,18%,2%,2%,-5,0%,-0.3%,-4%,-3%,12%,9%
CC(=O)c1ccc(S(=O)(=O)N2CCN(C(=O)CSc3ccc(C)c(C)c3)CC2)cc1,-2%,0%,-18%,-9%,-1,-4%,-0.7%,-5%,-7%,34%,13%
CC(=O)N1CC(C)Sc2ccc(S(=O)(=O)NC(C)c3ccccc3)cc21 (centres undefined),-12%,1%,-8%,0%,?,-2%,-0.5%,-5%,-1%,-20%,-3%
CC(CN1CCCCC1)OC(=O)COc1ccc(Br)cc1 (centres undefined),14%,13%,0%,0%,-2,-1%,0.5%,-1%,·,15%,4%
O=C(OCC1CCNCC1)c1ccc(F)cc1,-9%,·,·,·,·,2%,·,-6%,·,18%,13%
COc1cccc(OC)c1C(=O)Nc1ccc2c(c1)CCCN2S(=O)(=O)c1ccc(C)cc1,-16%,14%,-5%,-2%,3,-1%,0.0%,-4%,-1%,2%,-9%
Cc1nc2sc(C(=O)OC(C)C)c(N)c2c(C)c1C,0%,?,14%,-1%,-3,·,0.2%,-1%,10%,1%,-9%
Cc1nn(-c2ccccn2)c2c1C(c1ccccc1Cl)C1=C(N2)c2ccccc2C1=O (centres undefined),-1%,5%,-13%,-1%,2,?,0.4%,0%,-11%,-22%,-52%
OC(CN1CCN(c2ccc(C(F)(F)F)cn2)CC1)c1ccccc1 (centres undefined),8%,-6%,3%,8%,1,0%,0.6%,-9%,-8%,14%,-20%
CC(=O)c1c(C)[nH]c(-c2ccccc2)c1C,-6%,0%,?,-3%,29,0%,-0.3%,-1%,-6%,28%,-45%
Cc1ccc(-c2nnc(SCC(=O)Nc3ccccc3N3CCOCC3)o2)cc1,2%,·,·,·,1,7%,·,-2%,·,-7%,60%
CCc1c(Cl)nc(N)nc1Nc1ccccc1C,-8%,·,·,·,·,0%,·,0%,·,12%,-22%
Cc1ccccc1CNC(=O)C1CCCN(c2nnc(C)c3c(C)n(-c4ccccc4)nc23)C1 (centres undefined),-3%,-2%,16%,0%,?,17%,0.5%,-2%,2%,-24%,-34%
COc1ccc(C(CNC(=O)c2oc3ccc(OC)cc3c2C)N2CCCC2)cc1 (centres undefined),-7%,-21%,0%,2%,-5,-1%,-0.3%,-1%,-7%,-36%,-44%
O=C(COC(=O)c1cc(-c2ccncc2)nc2ccccc12)Nc1ccc2c(c1)OCO2,·,3%,1%,2%,0,·,-0.2%,·,-3%,·,·
O=C(CSc1nnc(NC(=O)C2CC2)s1)Nc1ccc(F)cc1,3%,-6%,-7%,1%,-1,3%,-0.9%,-7%,-5%,18%,-35%
CC(=O)NC(Cc1ccccc1)C(=O)Oc1ccc2ccccc2c1 (centres undefined),-2%,·,·,·,·,0%,·,-4%,·,9%,-32%
CCc1ccc(-c2cc(C(F)(F)F)n3nc(C(=O)Nc4c(C)nn(Cc5ccc(F)cc5)c4C)cc3n2)s1,·,14%,-2%,9%,4,370%[activator],-0.3%,-5%,-3%,-9%[7.66 µM],-56%
NC(=O)CCN1CCN(S(=O)(=O)/C=C/c2ccccc2)CC1,2%,-3%,0%,9%,0,2%,0.5%,-1%,3%,36%,0%
CSc1ccccc1OCc1cc(C(=O)NCCN2CCCc3ccccc32)no1,0%,-3%,-10%,1%,0,12%,-0.2%,-4%,9%,-21%,14%
Cn1cc(C[C@H](NC(=O)OC(C)(C)C)C(=O)N[C@@H](CO)Cc2ccccc2)c2ccccc21,8%,·,·,·,·,1%,·,-4%,·,-17%,-22%
O=C(Cc1c(F)cccc1Cl)NCC1CCCO1 (centres undefined),0%,-13%,1%,-1%,3,3%,-0.2%,-10%,-7%,-13%,-1%
C=CCNc1nc(Cl)nc(Nc2ccc(OCC)cc2)n1,8%,6%,1%,-1%,0,-1%,-0.1%,-3%,-11%,-4%,3%
O=C1N(Cc2ccccc2)CCCC12CCCN(Cc1ccccc1)C2=O,2%,13%,-1%,3%,1,1%,-0.4%,-5%,1%,-10%,-35%
COc1ccc(CC(=O)Nc2cccc(S(=O)(=O)N3CCCCCC3)c2)cc1OC,-7%,1%,8%,2%,?,-3%,-0.8%,-2%,-4%,-50%[inhibitor],-52%
CCCc1c(C(=O)N2CCN(c3ccccc3OC)CC2)cnn1-c1ccccc1,0%,19%,-6%,-1%,-8,3%,2.7%,-1%,-6%,-8%,-35%
O=C(O)c1ccccc1NC(=O)C1CCCO1 (centres undefined),-7%,·,·,·,2,-4%,·,-1%,·,?,-4%
Cc1cc(=O)oc2cc(OCCC[n+]3ccccc3)ccc12,3%,10%,3%,3%,-1,10%,-0.5%,-2%,16%,-20%,23%
Cc1ccc(CNS(=O)(=O)c2c(C(=O)N3CCCCCC3)c(C)n(C)c2C)cc1,3%,3%,-2%,1%,2,-2%,0.4%,0%,-13%,-33%,13%
COc1ccc(CN(C)S(=O)(=O)c2nnc(NC(=O)c3ccc(C)cc3)s2)cc1OC,-7%,2%,-2%[9.26 µM],0%,3,-2%,0.0%,0%,-5%,-26%,1%
CCC1CCCCN1CCCNS(=O)(=O)c1ccc2c(c1)oc(=O)n2C (centres undefined),4%,-4%,2%,6%,6,-2%,0.1%,-2%,-2%,-20%,-17%
Oc1ccc(Cl)cc1CNCc1ccc(Cl)cc1,8%,1%,7%,0%,0,7%,0.1%,-1%,15%,16%,-3%
CCOc1ccc(NS(=O)(=O)c2cnc(Cl)c(Cl)c2)cc1,-9%,-1%,15%,0%,7,-5%,-0.5%,0%,8%,0%,-79%
CC1(C)CCCC2=C1CC1C(=O)N(O)C(=O)C1C2 (centres undefined),-1%,10%,-2%,4%,-1,-5%,0.1%,-3%,-4%,18%,-3%
CNC(=O)c1c(NC(=O)c2ccc(S(=O)(=O)N3CCCC3)cc2)sc2c1CCN(C(C)C)C2,·,7%,-14%,5%,22,·,0.1%,·,-3%,·,·
O=C(NCc1ccccn1)c1cccc(S(=O)(=O)N2CCCCC2)c1,4%,7%,1%,-1%,-1,0%,-0.2%,-6%,-3%,3%,-19%

# Compounds were not picked by outcome; overall some 2.6% were active at least once.
